Screens deposited in PubChem BioAssay by The Scripps Research Institute Molecular Screening Center.
M1 PAM: potentiates human M1 receptor response to acetylcholine; activation, % at 3 µM; CHO-K1 hM1, Fluo-8 calcium fluorescence, ACh EC20; 0% = ACh EC20, 100% = maximal ACh; AID 588819; P11229; hit rate 0.088% among 360,000; in the data active means activation above about 19%, passing the limit was not always enough
TAAR1 antag: antagonists of human TAAR1; inhibition, % at 3 µM; hit rate 1.5% among 360,000; Q96RJ0; AID 624466; CHO RD-HGA16 TAAR1, Fluo-8 calcium fluorescence, antagonist;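 active means inhibition above a per-plate cutoff, the mean inhibition of test compounds on that plate plus 3 SD, cut at about 49% in these data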;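 further: 0% = DMSO plus EC80 beta-PEA response and 100% = DMSO alone without agonist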
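test system = CHO RD-HGA16 cells bearing hTAAR1 | replication = singlicate | controls = DMSO-only wells and EC80 β-PEA-stimulated wells | reagent = EC80 β-phenethylamine stimulus | read-out basis = percent inhibition of PEA-evoked calcium signal, max/basal emission ratio | schedule = seeding 17-24 h prior, 75-min 37 °C, 30-min RT dye loading | signal = kinetic Fluo-8 calcium fluorescence measurement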
M1 ag: activates human CHRM1 receptor; CHO-K1 hM1, Fluo-8 calcium fluorescence, agonist mode; 0% DMSO, 100% acetylcholine EC100; activation, % at 3 µM; hit rate 0.33% among 360,000; AID 588814;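 active means activation above the run's mean compound activation plus 3 SD, cut at about 16% in these data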;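 further: peak over basal fluorescence ratio within a 140 s kinetic read after compound addition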
OXTR agonist: agonists of human oxytocin receptor; hit rate 0.32% among 320,000; activation, % at 3 µM; AID 2435; P30559; CHO-OTR cells, Fluo-8 calcium fluorescence; normalized: DMSO 0%, oxytocin 100%;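 active means activation above the mean of all tested compounds plus 3 SD, cutoff set per screening run, cut at about 20% in these data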;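 further: peak over basal fluorescence ratio from a 100 s FLIPR kinetic read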
OXTR potentiator: potentiators of human oxytocin receptor; P30559; CHO-OTR cells, Fluo-8 calcium fluorescence, potentiator mode; 0% = oxytocin EC15, 100% = EC100; activation, % at 3 µM; hit rate 0.061% among 320,000; AID 2445;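 active means activation above that plate's cutoff, the mean activation of tested compounds plus 3 SD, cut at about 6.6% in these data, passing the limit was not always enough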;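 further: 100% uses oxytocin at 75 nM as the full agonist control; some results filed as inactive read as strong as hits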
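Assay system: CHO cell line stably expressing human OTR. Reagent: EC15 oxytocin agonist. Dosing: single dose, 3.0 µM nominal final compound concentration. Timing: compound 6 min at room temperature before oxytocin, 100 s read. Signal: kinetic Fluo-8 calcium fluorescence. Controls: oxytocin EC15 low and EC100 high.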
M1 antag: blocks human M1 muscarinic receptor; P11229; CHO-K1 hM1, Fluo-8 calcium fluorescence, ACh EC80 antagonist; inhibition, % at 3 µM; hit rate 1.3% among 360,000; AID 588852;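 active means percent inhibition above its own plate's cutoff, namely the mean of that plate's compound wells plus 3 SD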;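 further: peak over basal fluorescence ratio during 140 s after agonist addition; 0% = ACh EC80 plus DMSO and 100% = DMSO alone without agonist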
CHO parental Ca: signal in parental CHO cells, OX1R antagonist counter-screen; hit rate 0.63% among 330,000; AID 463079; parental CHO-K1, ATP-induced calcium, Fluo-8 fluorescence; inhibition, % at 5.6 µM;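 active means inhibition above that plate's mean sample inhibition plus 3 SD, cut at about 26% in these data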;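 further: 0% = ATP-challenged DMSO wells and 100% = DMSO wells without ATP; some compounds past the cut are filed as inactive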
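Material – parental CHO cells · Reagent – ATP stimulus · Compound – single nominal dose of 5.6 µM per compound · Detection – Fluo-8 fluorescence · Read-out basis – percent inhibition of calcium signal · Controls – ATP-challenged DMSO wells low, unchallenged DMSO wells high · Repeats – no replicates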
TAAR1 agonist: human TAAR1 agonism; Q96RJ0; CHO RD-HGA16 TAAR1, Fluo-8 calcium fluorescence; vehicle wells 0%, saturating PEA agonist 100%; activation, % at 3 µM; hit rate 0.99% among 360,000;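 active means activation above the mean activation of all test compounds in the run plus 3 SD, cut at about 38% in these data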
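Repeats: no replicates (n 1) | Material: CHO-derived RD-HGA16 cells with stable Gα16 and human TAAR1 | Technique: Kinetic Fluo-8 calcium fluorescence | Schedule: 17-24 h seeding, 75 min 37 °C dye, 30 min RT | Evaluation: % activation from peak over basal fluorescence ratio, DMSO-to-PEA scaled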
V1R ag counter: V1a receptor agonism, counter-screen for OXTR agonists. activation, % at 3 µM. P37288. hit rate 0.25% among 320,000. CHO-V1R cells, Fluo-8 calcium fluorescence, agonist mode; 0% DMSO, 100% 3 nM vasopressin;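 active means activation above the mean activation of all tested compounds plus 3 SD, per screening run, cut at about 20% in these data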;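 further: signal is peak over basal fluorescence ratio across a 100 second FLIPR read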
Numbers without * were called inactive; / = no result given.

SMILES	M1 PAM	TAAR1 antag	M1 ag	OXTR agonist	OXTR potentiator	M1 antag	CHO parental Ca	TAAR1 agonist	V1R ag counter
CCCCn1c(=O)c(C(=O)NCc2ccc(Cl)cc2)c(O)c2ccccc21	10	0	-1	3.3	-3	-6	-3	0	1.1
COc1ccccc1N1C(=O)NC(=O)C(CCc2ccncc2)(CCc2ccncc2)C1=O	1	-3	-1	0.3	-2	-1	-5	0	0.5
Cc1nn(CC(C)C)c(Cl)c1C(=O)NC1CCCC1	7	-14	-5	/	/	-11	/	1	/
CCCCCCCCC(=O)NCc1ccc(O)c(OC)c1	-12	-1	-4	-1.6	-6	-9	-15	-2	0.8
Brc1ccc2[nH]cc(/C=N/N3CCCCC3)c2c1	-5	-5	32*	5.0	-3	7	-7	4	4.9
O=C(/C=C/c1ccccc1)NC(=S)N1C[C@H]2C[C@H](C1)c1cccc(=O)n1C2	12	-17	-6	-0.7	1	-14	-13	1	0.4
Cc1cc(NC(=O)COC(=O)c2c(C)nn(Cc3ccccc3)c2C)no1	-2	-1	-2	2.6	-4	5	-10	6	-0.3
COc1ccc(N=C(C)c2c(O)n(C3CCCCC3)c(=O)[nH]c2=O)c(OC)c1	4	-15	-3	1.2	-3	-7	-2	5	0.7
O=C(Cc1ccccc1)N1CCN(C2CCCCCC2)CC1	-1	9	-15	0.0	-2	-1	-17	5	1.2
CC1=CC(=Cc2sc3ccccc3[n+]2C)C=C(C)O1	4	2	-10	/	/	-3	/	8	/
CN1CSC(=S)N(C)C1	2	-1	-3	0.4	-6	-3	-10	1	1.9
CCN1CCN(Cc2ccc(C)cc2C)CC1	10	0	-5	1.4	-1	-7	-13	5	0.5
C[C@]12CCC3C(CC[C@H]4C[C@H](O)CC[C@]34C)C1C[C@@H](O)[C@@H]2O (stereo not given in full)	4	-5	0	1.7	-5	-15	-7	3	2.0
CCC(C)N1CCN(C(=O)COc2ccc3ccccc3c2)CC1 (stereo not given)	-2	2	-8	2.0	2	5	-10	-2	1.5
COc1ccccc1N1CCN(Cc2ccc(SC)cc2)CC1	-8	-7	-8	-1.3	-1	0	-18	6	1.6
COc1ccc(N=C(C)c2c(O)n(C)c(=O)n(C)c2=O)c(OC)c1	7	9	-5	-0.2	-23	-6	-18	20	-0.3
NC(Cc1ccccc1Cl)c1nn[nH]n1 (stereo not given)	0	-7	0	/	/	2	/	2	/
Cc1ccc(C)c(NP(=O)(Oc2ccccc2)Oc2ccccc2)c1	-10	80*	-2	2.6	-5	36*	14	8	2.6
Cc1cc(/C=C2\C(=O)NC(=O)N(c3ccccc3F)C2=O)c(C)n1-c1cc(C(=O)O)cc(C(=O)O)c1	15	-8	-4	1.7	-4	-15	-2	6	-0.7
CSCCC(c1nnnn1C1CCCC1)N1CCC2(CC1)C(=O)NCN2c1ccccc1 (stereo not given)	-3	15	0	/	/	-16	/	7	/
CCOP(=O)(C#CC(C)(C)C)C1(O)CCCCC1 (stereo not given)	5	-13	-2	-0.4	-14	-20	-8	6	-0.1
CN(C)C(=O)OCc1n(C)cc[n+]1C	5	-5	-8	1.2	1	-8	1	2	0.8
CCN(CC)c1ccc(N=Cc2c(O)n(-c3ccccc3)c(=O)[nH]c2=O)cc1	-1	-19	-2	0.2	-8	4	4	2	0.2
CN1CCN(CCOC2c3ccccc3CSc3ccc(Cl)cc32)CC1 (stereo not given)	-23	-20	-7	5.6	-12	99*	-7	8	6.8
CCOC(=O)C1=C(N)OC2=C(C(=O)CCC2)C12C(=O)Nc1ccccc12 (stereo not given)	3	3	-1	-0.2	-5	3	-4	-2	0.8
CCOc1cc(/C=C2/C(=O)NC(=O)N(c3ccc(CC)cc3)C2=O)ccc1OC(=O)c1cccs1	12	/	-4	-1.6	3	-11	-15	/	-0.2
Cc1c(C(=O)c2ccccc2)c2ccccc2n1C	19	-2	-2	-2.2	2	-19	11	-2	-1.2
O=C1OCc2cc(N=Nc3c(O)[nH]c(=O)[nH]c3=O)ccc21	5	-4	-4	0.1	-1	-5	-7	3	1.7
O=c1c2ccccc2[nH]c(=S)n1-c1cccnc1	/	11	/	0.7	-12	/	5	-1	0.7
O=C(O)Cn1cc(C(=O)c2ccccc2)c2ccccc21	9	20	-1	0.6	2	-15	-6	0	0.4
O=C1NCN(c2ccccc2)C12CCN(C(c1cccc3ccccc13)c1nnnn1C1CCCCC1)CC2 (stereo not given)	7	-29	-1	/	/	-25	/	0	/
CC12CN3C(O)C(C)(C1)CC(C)(C2)C3O (stereo not given)	3	-1	-5	2.1	4	-1	5	10	1.6
O=c1c(/C=N/N2CCOCC2)c(O)n(-c2ccccc2)c(=S)n1-c1ccccc1	-3	4	-3	0.1	-3	-3	-4	5	0.8
COC(=O)C1=C(c2ccc(OCc3ccccc3)cc2)C[C@@H]2CC[C@H]1N2C(=O)NCc1ccc2c(c1)OCO2	-4	5	-4	/	/	3	/	-1	/
Cc1ccc(-c2cc(-c3ccc(C)cc3)[n+](-c3ccc(C(=O)[O-])cc3)c(-c3ccc(C)cc3)c2)cc1	12	1	9	-1.4	-3	-5	-1	1	-0.4
Cn1nnc(CC[N+](C)(C)C)n1	-22	-20	73*	0.5	-1	77*	-4	1	1.7
N=C1c2ccccc2CN1CC(=O)c1ccccc1	10	-6	-11	0.3	-7	-2	-8	4	-1.0
Cc1ccccc1-n1c(O)c(/C=N/NC(=O)c2ccccc2O)c(=O)[nH]c1=S	10	-3	2	-0.9	-4	-19	8	-1	0.3
O=S1(=O)CC2(N3CCOCC3)CCCCCCC21 (stereo not given)	2	-3	-3	1.1	3	-2	-3	9	0.8
CCOC(=O)c1cc(CC)sc1/N=C/C1C(=O)NC(=S)NC1=O	4	5	-5	-0.8	2	-8	-13	5	0.8
COc1ccc(CN2C(=O)NC(=O)/C(=C\c3cccc(OC)c3OC)C2=O)cc1	2	13	-2	0.1	-9	7	2	0	0.5
Nc1ccc(CCN2CCN(c3cccc(C(F)(F)F)c3)CC2)cc1	-11	-19	-3	5.2	-9	-14	-19	6	9.4
CCN(CC)CCCN=Cc1c(O)n(CCc2ccc(OC)c(OC)c2)c(=O)[nH]c1=O	-5	11	-7	0.5	2	3	-10	8	-0.5
CN1C(=O)CN=C(c2ccc(Cl)cc2)c2cc(Cl)ccc21	1	-3	-3	-1.8	2	-20	-12	2	-1.1
O=C(CCc1ccccc1)N1Cc2cc(N3CCOCC3)ccc2-n2nncc2C1	1	-19	-4	/	/	6	/	1	/
CN[C@H](C)[C@H](O)c1ccccc1	-8	/	-2	0.1	6	-11	0	/	1.1
COc1ccc(NC(=O)CN2C3CCC2CC(O)(c2cccnc2)C3)cc1OC (stereo not given)	0	-4	-6	-0.3	-5	-1	-5	2	0.1
CNCCc1ccc(O)c(O)c1	5	-7	-1	-0.3	-6	-33	9	33	0.6
NS(=O)(=O)c1ccc(N=Nc2c(O)[nH]c(=S)[nH]c2=O)cc1	7	-8	-1	0.0	-3	-12	-3	0	0.9
CN1CCN(C(=O)COc2ccc(-c3nc4ccccc4s3)cc2)CC1	0	-8	-9	2.7	-6	2	-8	2	0.5
CCCCCCC(N)CC(=O)O (stereo not given)	7	-11	-2	/	/	4	/	2	/
CCC(=NCCCn1ccnc1)c1c(O)n(Cc2ccccc2)c(=O)[nH]c1=O	-4	-10	-6	0.2	-4	5	-19	5	-0.7
CC(C)(C)c1ccccc1O	5	16	-3	-0.6	4	-2	0	0	0.0
Cc1ccnc(-n2c(C)cc(C=C3C(=O)N(C)C(=S)N(C)C3=O)c2C)c1	7	-1	1	1.1	-8	-7	-3	2	2.3
Clc1ccccc1C1NCc2ccccc2-n2cccc21 (stereo not given)	4	6	-3	-1.8	4	-3	-16	2	-0.3
O=C1CN=C(c2ccccc2)c2oc3ccc(Br)cc3c2N1	10	30	1	-1.2	1	-7	-10	12	-1.9
COC(=O)C(O)(c1ccc(NC(=O)c2ccccc2)cc1)C(F)(F)F (stereo not given)	2	7	-2	0.8	-6	5	9	1	1.3
CN1C(=O)/C(=C\c2ccc(N3CCCCCC3)cc2)C(=O)NC1=S	1	-2	-7	0.8	-5	-6	-3	3	-0.2
O=C1NC(=O)C(=Cc2ccc(-c3cc(Cl)ccc3[N+](=O)[O-])o2)C(=O)N1	0	-12	-3	/	/	6	/	2	/

Seven compounds picked at random from those above, as already listed:
SMILES	M1 PAM	TAAR1 antag	M1 ag	OXTR agonist	OXTR potentiator	M1 antag	CHO parental Ca	TAAR1 agonist	V1R ag counter
O=C1NC(=O)C(=Cc2ccc(-c3cc(Cl)ccc3[N+](=O)[O-])o2)C(=O)N1	0	-12	-3	/	/	6	/	2	/
CN1CCN(C(=O)COc2ccc(-c3nc4ccccc4s3)cc2)CC1	0	-8	-9	2.7	-6	2	-8	2	0.5
COC(=O)C(O)(c1ccc(NC(=O)c2ccccc2)cc1)C(F)(F)F (stereo not given)	2	7	-2	0.8	-6	5	9	1	1.3
CN1C(=O)/C(=C\c2ccc(N3CCCCCC3)cc2)C(=O)NC1=S	1	-2	-7	0.8	-5	-6	-3	3	-0.2
CCCCCCC(N)CC(=O)O (stereo not given)	7	-11	-2	/	/	4	/	2	/
CC(C)(C)c1ccccc1O	5	16	-3	-0.6	4	-2	0	0	0.0
Cc1ccnc(-n2c(C)cc(C=C3C(=O)N(C)C(=S)N(C)C3=O)c2C)c1	7	-1	1	1.1	-8	-7	-3	2	2.3

Profiles, quoted from the list. Screens in order: M1 PAM | TAAR1 antag | M1 ag | OXTR agonist | OXTR potentiator | M1 antag | CHO parental Ca | TAAR1 agonist | V1R ag counter
Entry for CCC(=NCCCn1ccnc1)c1c(O)n(Cc2ccccc2)c(=O)[nH]c1=O → -4 | -10 | -6 | 0.2 | -4 | 5 | -19 | 5 | -0.7
Entry for CN1CCN(C(=O)COc2ccc(-c3nc4ccccc4s3)cc2)CC1 → 0 | -8 | -9 | 2.7 | -6 | 2 | -8 | 2 | 0.5

This is a subset, so the mix of outcomes need not match the whole.
